# Source: PubChem BioAssay (several laboratories)
# NRP1-CendR mod: modulators of CendR peptide binding to NRP-1, primary screen, biochemical, fluorescence polarization, uHTS; Neuropilin-1 (Homo sapiens), O14786; FAM-RPARPAR peptide binding to NRP-1; inhibition, % at 25 µM; actives 0.85% (n = 360,000); AID 602438, 2012;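 active = inhibition or corrected inhibition above about 18%, plus a signal ratio from 0.5 to 1.5, limit read from the data, passing the limit was not always enough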; also: strong numbers were not always called active
# Target sequence (O14786 whole entry, looked up): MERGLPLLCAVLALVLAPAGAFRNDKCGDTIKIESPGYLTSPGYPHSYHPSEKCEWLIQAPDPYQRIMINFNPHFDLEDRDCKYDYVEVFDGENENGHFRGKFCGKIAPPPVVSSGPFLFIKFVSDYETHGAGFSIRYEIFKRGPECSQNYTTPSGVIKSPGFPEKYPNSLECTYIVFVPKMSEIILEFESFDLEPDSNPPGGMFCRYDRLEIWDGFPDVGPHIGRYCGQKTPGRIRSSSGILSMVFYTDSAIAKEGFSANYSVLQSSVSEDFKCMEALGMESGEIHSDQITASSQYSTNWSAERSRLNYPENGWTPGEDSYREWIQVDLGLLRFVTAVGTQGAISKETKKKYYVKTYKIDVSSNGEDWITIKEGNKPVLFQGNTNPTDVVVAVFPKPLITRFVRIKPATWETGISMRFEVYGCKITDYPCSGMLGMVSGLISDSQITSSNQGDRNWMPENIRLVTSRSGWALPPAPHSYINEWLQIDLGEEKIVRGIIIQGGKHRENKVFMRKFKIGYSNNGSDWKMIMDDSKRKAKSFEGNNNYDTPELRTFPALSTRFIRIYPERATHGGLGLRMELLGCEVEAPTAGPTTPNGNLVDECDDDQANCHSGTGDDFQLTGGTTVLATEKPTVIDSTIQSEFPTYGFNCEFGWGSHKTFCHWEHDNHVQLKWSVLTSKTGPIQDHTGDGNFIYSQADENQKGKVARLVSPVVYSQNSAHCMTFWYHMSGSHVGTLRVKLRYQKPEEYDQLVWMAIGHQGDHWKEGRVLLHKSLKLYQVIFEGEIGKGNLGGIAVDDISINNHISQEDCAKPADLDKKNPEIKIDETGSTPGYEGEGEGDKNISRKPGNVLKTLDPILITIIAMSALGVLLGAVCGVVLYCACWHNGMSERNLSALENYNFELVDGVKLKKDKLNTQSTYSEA
# DNMT1 block: human DNMT1 methyltransferase inhibitors, primary screen, biochemical, molecular beacon, fluorescence, HinP1I cleavage, uHTS; inhibition (reported as % activation of signal), % at 10 µM; actives 0.83% (n = 360,000); in the data active = inhibition above about 50%
# Scp1 inh: Scp-1 phosphatase inhibitors, primary screen, biochemical, colorimetric, uHTS; Carboxy-terminal domain RNA polymerase II polypeptide A small phosphatase 1 (Homo …; Recombinant Scp1, phosphopeptide, malachite green phosphate absorbance; inhibition, % at 20 µM; actives 0.88% (n = 340,000); AID 493091, 2011;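 active = inhibition above about 50% at 20 µM, limit read from the data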;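 also: plate controls were DMSO wells with enzyme for no effect and wells lacking enzyme for full effect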
# Target sequence (Q9GZU7 76-261 limits assumed): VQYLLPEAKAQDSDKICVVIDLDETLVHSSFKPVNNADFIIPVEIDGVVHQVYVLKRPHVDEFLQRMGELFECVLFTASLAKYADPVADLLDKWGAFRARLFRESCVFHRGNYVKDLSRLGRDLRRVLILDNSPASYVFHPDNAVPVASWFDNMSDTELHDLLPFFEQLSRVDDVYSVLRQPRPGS
#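 Test system: SCP-1 phosphatase catalytic domain, residues 76-261 | Compound dosing: One concentration, 20 µM, with 1.0% DMSO | Schedule: 45 min room-temperature reaction, 5 min colour, 30 min stabiliser | Detection: Absorbance at 630 nm | Read-out basis: % inhibition of SCP-1 phosphate liberation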
# STEP block: STEP phosphatase inhibitors, primary screen, biochemical, fluorescence intensity, uHTS; recombinant STEP, OMFP fluorogenic substrate; inhibition, % at 20 µM; actives 0.25% (n = 360,000); AID 588621, 2011;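 active = inhibition at 20 µM, scaled per plate between control wells, above about 37%, limit read from the data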;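 also: 0% = DMSO with enzyme and substrate and 100% = substrate only without enzyme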
#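 material = STEP tyrosine phosphatase | reagent = fluorogenic phosphatase substrate OMFP at 25 µM final | doses = single compound dose of 20 µM, 1% DMSO final | schedule = 20 min reaction, room temperature, in the dark | measured by = fluorescence, 480/540 nm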
# NadD block: inhibitors of S. aureus NadD, primary screen, biochemical, colorimetric, uHTS | Nicotinate-nucleotide adenylyltransferase NadD (Staphylococcus aureus N315) | purified NadD enzyme, colorimetric absorbance read-out | inhibition, % at 20 µM | actives 0.78% (n = 360,000) | AID 602399, 2012; in the data active = inhibition above about 26%; also: some compounds past the cut are filed as inactive
# SUMO1 PPI mod: modulators of SUMO1 protein-protein interactions, primary screen, biochemical, uHTS; Small ubiquitin-related modifier 1 (Homo sapiens), P63165; SUMO1 binding to a labelled peptide, TR-FRET, 1 h; inhibition, % at 20 µM; actives 0.33% (n = 360,000); AID 602429, 2012; in the data active = inhibition above about 37%
# Neddylation inh: inhibitors of cullin neddylation, primary screen, biochemical, TR-FRET, uHTS, NAE and Ubc12 | NEDD8-conjugating enzyme Ubc12 (Homo sapiens) + NEDD8-activating enzyme E1 regulatory … | calls only at 25 µM | actives 0.58% (n = 360,000) | AID 651699, 2012; in the data active = inhibition above about 36%
# TbMetRS inhib: T. brucei MetRS inhibitors, primary screen, biochemical, luminescence. methionyl-tRNA synthetase (Trypanosoma brucei brucei). purified T. brucei MetRS, ATP depletion, Kinase-Glo luminescence. inhibition, % at 11.9 µM. actives 0.4% (n = 360,000);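 active = inhibition above a per-plate cutoff of the control wells' mean inhibition plus 3 SD, cut at about 5.5% in these data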;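 also: 0% = DMSO wells median and 100% = median of wells with control inhibitor compound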
#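 Test system: purified T. brucei MetRS enzyme. Also added: ATP, methionine and E. coli bulk tRNA substrates. Compound: 11.9 µM single point. Schedule: 15 min enzyme-compound preincubation, 2 h reaction, 10 min detection, 25 °C. Signal: luciferase luminescence of residual ATP, Kinase-Glo. Evaluation: percent inhibition versus plate control medians. Controls: DMSO wells, low control.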
# SKN-1 inh: suppressors of acrylamide-induced Pgst-4::GFP reporter in worms, primary screen, SKN-1 inhibitor project, whole organism, uHTS, GFP/RFP fluorescence ratio, strain VP596 | inhibition, % at 21.8 µM | actives 0.49% (n = 360,000) | C. elegans VP596 Pgst-4::GFP/RFP ratio, 24 h;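 active = interference check ratio from 0.5 to 1.5 plus GFP to RFP signal ratio inhibition reaching or exceeding a fixed threshold, cut at about 30% in these data, passing the limit was not always enough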; also: some compounds called inactive have numbers as strong as hits
# LMPTP block: LMPTP phosphatase inhibitors, primary screen, biochemical, fluorescence intensity, uHTS; AID 651560, 2012; inhibition, % at 20 µM; recombinant LMPTP-A, OMFP fluorogenic substrate; actives 0.22% (n = 360,000); Low molecular weight phosphotyrosine protein phosphatase (Homo sapiens), P24666;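 active = compounds that cut the enzyme signal by at least half of the control window in the single-dose screen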;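 also: plate controls were DMSO wells with enzyme plus substrate for no effect and substrate without enzyme for full effect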
#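 Test system: LMPTP-A phosphatase enzyme. Amount: LMPTP-A at 0.625 nM final in the reaction. Reagent: OMFP substrate, 400 µM final. Times: 50 min at room temperature. Signal: endpoint fluorescence intensity from OMFP dephosphorylation. Read-out basis: % inhibition. Benchmarks: no-enzyme and uninhibited controls.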
# The depositor's hits bear a star; i = inactive; . = no result given.
# Sequence of screens: NRP1-CendR mod	DNMT1 block	Scp1 inh	STEP block	NadD block	SUMO1 PPI mod	Neddylation inh	TbMetRS inhib	SKN-1 inh	LMPTP block
O=C(NCc1ccc(F)cc1)C(=O)NCC1OCCN1C(=O)c1cccs1 (centres undefined)
 : -4	0	-11	0	-4	0	i	-0.3	-6	-2.0
CCCNC(=O)c1cc(C)no1
 : 25*	1	-12	-1	-6	0	i	-1.4	-11	-0.5
O=c1cc(CO)[nH]cc1OCc1ccccc1
 : 2	-1	4	1	-3	2	i	1.0	0	0.1
Cc1cc(C)n(-c2nc3ccccc3nc2Nc2ccc3[nH]c(=O)[nH]c3c2)n1
 : -28	11	0	-2	0	-6	i	0.0	-1	2.9
CCN1C(=O)[C@H]2[C@@H](c3ccc(-c4ccc(C(C)=O)cc4)c(OC)c3)N3CCCC[C@@]3(C(=O)OC)[C@H]2C1=O
 : 0	-9	-6	-1	-9	4	i	0.3	19	0.3
O=C(NCc1cccc(Cl)c1)C1CCN(c2nnc(N3CCCC3=O)s2)CC1
 : 1	0	-7	-1	-3	7	i	-0.3	-5	-1.9
CCN(CC)CCC(=O)Nc1cccc2c1C(=O)c1ccccc1C2=O
 : 98	73*	-4	3	-7	-36	i	-0.3	6	1.2
Cc1ccc(OCC(=O)Nc2ccc(S(=O)(=O)Nc3cc(C)nc(C)n3)cc2)cc1
 : -7	-1	-1	0	13	17	i	-0.1	11	0.3
CC1CCC(NC(=O)c2ccc(CNc3c(NC4CCCCC4)c(=O)c3=O)cc2)CC1 (centres undefined)
 : -9	29	7	-1	15	2	i	-0.9	2	-1.9
Cc1cc(C)nc(NS(=O)(=O)c2ccc(NC(=O)Nc3ccccc3F)cc2)n1
 : 9	-3	-3	-2	-7	15	i	7.3*	22	0.5
COC(=O)Cc1ccc(NC(=O)c2ccc(C)c(C)c2)cc1
 : 17	1	-13	-4	-5	1	i	0.2	15	-1.1
CCN(C(=O)CN1C(=O)COc2ccc(S(=O)(=O)N3CCOCC3)cc21)c1ccc(OC)cc1
 : 15	-1	1	-1	-2	0	i	-0.4	6	0.1
COc1ccccc1CCNC(=O)COc1cccc2c1OC(C)(C)C2
 : -1	1	-6	1	-2	2	i	0.5	15	-0.5
CCOC(=O)c1c(C)nsc1NC(=O)C1CCCCC1
 : -16	3	0	2	3	2	i	-0.7	-1	-0.1
COc1cc(OC)cc(C(=O)Nc2ccccc2-c2nnn(CC(N)=O)n2)c1
 : -1	-4	-7	-1	-1	7	i	-0.7	0	0.5

# The listing continues:
# Sequence of screens: NRP1-CendR mod	DNMT1 block	Scp1 inh	STEP block	NadD block	SUMO1 PPI mod	Neddylation inh	TbMetRS inhib	SKN-1 inh	LMPTP block
O=S(=O)(NCC(c1ccc2c(c1)OCO2)N1CCOCC1)c1ccc(F)cc1 (centres undefined)
 : -5	3	-1	0	2	1	i	-0.4	11	-1.8
Cc1cc(C)cc(NC(=O)CSc2nc3[nH]c(=O)cc(O)c3s2)c1
 : -16	1	-5	3	-6	5	i	-0.5	17	-0.5
CC1CN(S(=O)(=O)N(C)C)CCN1S(=O)(=O)N(C)C (centres undefined)
 : -6	1	-8	-7	-3	3	i	0.1	-27	-1.6
O=C(Nc1ccc(S(=O)(=O)NCc2cccnc2)cc1)c1ccccc1Cl
 : 4	-1	-7	-3	-4	-3	i	-0.2	1	-1.1
CCn1ccc(C(=O)N2CCOCC2)n1
 : 7	-3	1	-1	4	3	i	-0.6	4	0.3
O=C(Nc1ccc(-n2cnnn2)cc1)C(c1ccccc1)c1ccccc1
 : 8	2	0	1	-11	2	i	0.9	2	0.7
CCNC(=O)NNC(=O)C1CC(c2cccs2)=NO1 (centres undefined)
 : -8	3	12	-1	-9	-3	i	-1.0	7	0.3
COc1ccc(Cl)cc1NC(=O)CN1CCN(Cc2ccccc2)CC1
 : 4	0	-4	-2	-10	3	i	-0.2	-1	-2.2
COc1cc(C(=O)Nn2c(O)c(C3=c4ccccc4=NC3=O)sc2=S)ccc1O
 : 1	-3	-24	8	9	6	i	0.1	1	0.7
CC(=O)Nc1cc(-c2ccc(F)cc2)cn2c(-c3ccc(F)cc3)cnc12
 : -37	-16	.	-2	2	-4	i	-0.3	1	1.1
COc1ccc(N(CC(=O)N2CCOCC2)S(C)(=O)=O)c(OC)c1
 : -5	0	33	-1	-1	1	i	-1.2	-14	-2.1
CC(C)(C)C(=O)NC(=S)Nc1ccc(Cl)c(C(=O)O)c1
 : 8	-1	-4	6	-4	4	i	-0.2	4	-0.4
Cc1c(C(=O)Nc2ccccc2N2CCN(C)CC2)oc2ccc(F)cc12
 : 2	-2	1	-2	-4	-4	i	-0.6	16	4.4
COc1cccc(CNC(=O)CCC2CCCN(C(=O)c3csc(C(C)C)n3)C2)c1 (centres undefined)
 : -6	-1	-3	-3	-11	0	i	-0.7	3	-0.2
CO/N=C/CC(=O)c1cnc(-c2ccccc2)s1
 : 0	-8	-5	2	-6	-19	i	-0.3	1	0.8

# The list continues:
# Sequence of screens: NRP1-CendR mod	DNMT1 block	Scp1 inh	STEP block	NadD block	SUMO1 PPI mod	Neddylation inh	TbMetRS inhib	SKN-1 inh	LMPTP block
O=C(COc1ccccc1Cl)Nc1ccc(C(=O)O)cc1NC(=O)COc1ccccc1Cl
 : 6	2	3	-2	-2	6	i	-0.7	11	-0.6
COc1cc(C=O)ccc1OCCOCCOc1ccc(Cl)cc1Cl
 : -8	-8	-14	-5	-5	-1	i	0.5	-13	-0.3
CC(=O)c1cccc(NC(=O)COc2ccccc2)c1
 : -4	6	11	-5	-2	1	i	-1.5	-17	0.3
COc1cccc(NC(=O)Nc2cnccn2)c1
 : -4	-2	-7	0	-2	-1	i	0.0	13	-0.8
O=C(CNC(=O)C(c1ccccc1)c1ccccc1)OCC(=O)c1cccs1
 : -3	1	1	0	-4	-3	i	-0.9	-2	-0.8
NS(=O)(=O)c1cc(C(=O)OCC(=O)Nc2ccc(N3CCCCC3)cc2)ccc1Cl
 : 2	-8	-11	0	-2	-5	i	-0.1	0	0.2
CNc1nc(Nc2ccc(C(C)=O)cc2)nc(OC(C(F)(F)F)C(F)(F)F)n1
 : -1	3	-3	4	-1	6	i	-0.9	11	2.3
CSc1ccccc1NC(=O)C1(C)CCN1C(=O)Cc1ccc(Cl)cc1Cl (centres undefined)
 : 3	-2	.	3	-4	8	i	0.0	7	-0.8
CCOC(=O)C1CCN(C(=O)c2cccc(NS(=O)(=O)c3ccc(Br)cc3)c2)CC1
 : 1	1	-3	1	-8	4	i	-0.3	-10	2.3
CCCCNC(=O)CSc1nccn1Cc1ccccc1
 : -1	1	-3	2	1	-2	i	0.0	12	-1.3
CN(C)CCNC(=O)c1cccc(S(=O)(=O)Nc2ccc(F)cc2)c1
 : -2	0	5	-2	-1	-3	i	-0.1	4	0.0
CC(C)(C)C(=O)/C=C1\SCC(=O)N1CC(=O)N1CCN(c2ccccc2)CC1
 : -2	-1	-5	2	5	2	i	0.3	10	-1.2
COc1ccccc1CN1CCC(CNS(=O)(=O)c2cc(-c3cc(C)no3)ccc2OC)CC1
 : -1	0	-1	-2	-3	-3	i	-0.6	-9	0.0
Cc1cc(C)cc(NC(=O)CN2CCN(c3ccccc3)CC2)c1
 : -4	0	-14	-2	-6	6	i	-0.3	-1	0.1
Cc1ccc(/C=N/N2CCN(c3ccccn3)CC2)cc1
 : 13	-1	-6	-2	1	-5	i	0.9	26	1.1

# Taken from above:
# Entry for `NS(=O)(=O)c1cc(C(=O)OCC(=O)Nc2ccc(N3CCCCC3)cc2)ccc1Cl` under SUMO1 PPI mod: -5
# Entry for `Cc1ccc(/C=N/N2CCN(c3ccccn3)CC2)cc1` under LMPTP block: 1.1

# (further entries)
# Sequence of screens: NRP1-CendR mod	DNMT1 block	Scp1 inh	STEP block	NadD block	SUMO1 PPI mod	Neddylation inh	TbMetRS inhib	SKN-1 inh	LMPTP block
Cc1c(C(=O)Nc2ccc(F)c(F)c2)oc2ccc(S(=O)(=O)N3CCCCC3)cc12
 : 3	0	-16	0	5	1	i	-0.7	10	3.2
O=C(CSc1ccc(Cl)cc1)N1CCOCC1
 : 18	-4	-7	-2	2	-1	i	-0.1	-38	2.3
OC[C@@H]1CN(Cc2ccc(F)cc2)C[C@H](n2cnc3c(N4CCCC4)ncnc32)O1
 : -2	1	.	5	-3	2	i	0.6	23	-2.1
Cc1ccc(C(=O)Cn2c(NCCO)nc3ccccc32)cc1
 : 3	0	-9	-1	-6	0	i	-0.6	-3	8.4
Cc1ccccc1NC(=O)CSc1ccc(-c2ccc(-n3cccn3)cc2)nn1
 : -1	7	1	0	6	0	i	-0.5	1	1.1
CCOC(=O)c1c(NC(=O)/C=C/C(=O)O)sc(C)c1-c1ccc(C)c(C)c1
 : -45	5	0	-5	6	13	i	-1.3	-5	1.0
C=CCO/N=C(/C)c1ccc(Oc2cnccn2)cc1
 : 1	-1	-1	-3	-2	-2	i	-0.7	0	-2.0
CC(=O)Nc1ccc(SC[C@H](C)CN2CC[C@H](O)CCC2=O)cc1
 : 7	0	-8	-2	-4	4	i	-0.2	8	-1.3
COC(=O)Cc1c(C)nc2nc(-c3cccnc3)[nH]n2c1=O
 : -1	1	-1	0	1	2	i	-0.6	19	-2.5
O=C(CNC(=O)c1ccccc1)OCCOc1cccc(Cl)c1
 : -11	1	-10	-1	-4	1	i	0.0	-6	-0.1
CC(=O)c1cccc(OCC(O)CN2CCN(C(=O)c3ccco3)CC2)c1 (centres undefined)
 : 7	2	-9	0	-6	2	i	0.2	0	-2.1
O=C(Cn1cccc1)Nc1ccc(F)cc1F
 : 3	-3	-3	-3	-7	0	i	-0.3	0	-2.2
CCCC(=O)NC1=C(Cl)C(=O)c2ccccc2C1=O
 : 17	27	0	-2	7	-23	i	-0.2	-3	0.4
O=C(CSc1nnc(-c2cccnc2)o1)Nc1ccc(Cl)cc1
 : 14	3	-2	-1	-1	0	i	-0.5	7	-1.4
O=C(NCCNC(=O)c1ccccn1)c1ccccc1
 : 0	-3	4	-2	5	0	i	-0.3	12	-0.2
O=C1c2cccc3cccc(c23)C(=O)N1c1ccc2ncccc2c1
 : 9	4	101*	100*	2	-27	i	-0.3	-6	37
